Compound activity from PubChem BioAssay.
D2 PAM – positively modulates the human D2 dopamine receptor allosterically. P14416. HEK293 T-REx D2, calcium flux, EC20 dopamine potentiation. potentiation, % at 10 µM. hit rate 0.34% among 340,000;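 active means potentiation over 3 SD above the plate norm, cut at about 30% in these data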; further: 0% is about no effect
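Tetracycline-induced Hek293 Trex D2 cells, force-coupled to calcium, loaded with no-wash calcium dye. Compound added with 180 s kinetic read for agonism, then EC20 dopamine and a further 180 s read for potentiation.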
RXFP1 antag – RXFP1 (human) relaxin receptor antagonism; Q9HBX9; HEK293-RXFP1, relaxin-stimulated cAMP HTRF, 30 min; stronger effect = lower value; activity change, negative = inhibition, % at 57.5 µM; hit rate 0.59% among 350,000; AID 1259400;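 active means activity change of -60% or lower, but not beyond a set lower limit; inconclusive means change between -60% and -40%, or beyond the set limit; inactive means change above -40%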; further: on the % scale 0 is the no-effect control and ±100 the full control effect
Target sequence (Q9HBX9 whole entry, looked up): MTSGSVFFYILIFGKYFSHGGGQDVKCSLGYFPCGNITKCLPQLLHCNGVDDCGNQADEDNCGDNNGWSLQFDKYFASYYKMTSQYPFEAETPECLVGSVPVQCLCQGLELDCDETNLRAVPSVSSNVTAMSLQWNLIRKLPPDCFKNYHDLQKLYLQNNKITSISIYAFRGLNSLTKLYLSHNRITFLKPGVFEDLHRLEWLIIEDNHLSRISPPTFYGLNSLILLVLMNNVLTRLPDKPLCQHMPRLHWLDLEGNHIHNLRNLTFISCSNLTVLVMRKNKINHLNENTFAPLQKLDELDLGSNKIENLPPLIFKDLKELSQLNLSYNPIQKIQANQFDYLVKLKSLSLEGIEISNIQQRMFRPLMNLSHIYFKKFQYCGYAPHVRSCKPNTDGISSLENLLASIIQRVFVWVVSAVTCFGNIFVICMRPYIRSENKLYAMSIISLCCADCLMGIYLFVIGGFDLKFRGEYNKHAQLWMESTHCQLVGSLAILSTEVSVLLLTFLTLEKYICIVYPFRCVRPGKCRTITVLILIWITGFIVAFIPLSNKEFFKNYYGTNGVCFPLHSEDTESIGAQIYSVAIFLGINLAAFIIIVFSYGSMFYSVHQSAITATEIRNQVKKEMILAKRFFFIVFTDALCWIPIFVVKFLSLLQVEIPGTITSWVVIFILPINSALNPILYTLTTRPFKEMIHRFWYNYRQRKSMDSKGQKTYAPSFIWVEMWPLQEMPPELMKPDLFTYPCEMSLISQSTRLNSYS
TRHR ag – activates the human TRH receptor; TRHR cells, calcium flux fluo-8, FDSS agonist mode; hit rate 0.18% among 360,000; activation, % at 2 µM; in the data active means activation above about 30%; further: 0% is about no effect
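In this calcium-flux screen, cells bearing human TRHR are dye-loaded with fluo-8, baselined for 10 cycles, then exposed to library compounds; positive kinetic calcium responses during the agonist phase mark hits, with TRH as control.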
RXFP1 ag – activates the human relaxin receptor RXFP1; Q9HBX9; HEK293T-RXFP1 cAMP TR-FRET, 30 min; response scale: percent of porcine relaxin response, buffer zero; Potency, µM (highest dose often 57.5 µM), for the others: at the top dose activation, most hits filed as activators; hit rate 0.3% among 370,000; AID 2676; further: potency means the concentration at half of the fitted maximal effect; on the % scale 0 is the no-effect control and ±100 the full control effect; nearly all actives have a fitted effect of over 60% in size; many of its hits are not listed in these tables
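HEK293T cells stably expressing RXFP1 were pretreated with the PDE4 inhibitor Ro 20174, exposed to compounds for 30 min at 37C, lysed, and cAMP was read by TR-FRET. Data normalized to buffer (basal) and 29 nM porcine relaxin (100%).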
D1 antag – antagonists of human D1 dopamine receptor; activity change, negative = inhibition, % at 10 µM; HEK293 TREx D1 cells, calcium flux, dopamine EC80; stronger effect = lower value; hit rate 3.2% among 360,000; in the data active means activity change below about -30%; further: on the % scale 0 is the no-effect control and ±100 the full control effect
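Compound effects on dopamine-evoked calcium signalling were measured in tetracycline-induced HEK293 Trex D1 cells. Dopamine at EC80 followed a 180 s compound pre-read, and fluorescence was tracked kinetically for 180 s more.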
D1 PAM – human D1 dopamine receptor positive modulation; potentiation, % at 10 µM; HEK293 TREx D1 cells, calcium flux, dopamine EC20 potentiation; AID 504651; hit rate 0.036% among 360,000; P21728; in the data active means potentiation above about 30%; further: 0% is about no effect
TRHR enhancer – TRH receptor (human) allosteric enhancement; P34981; TRHR cells, fluo-8 calcium fluorescence, EC20 TRH enhancement; enhancement, % at 2 µM; hit rate 0.66% among 360,000; AID 493056; in the data active means enhancement above about 30%; further: 0% is about no effect
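TRHR-expressing cells loaded with fluo-8 calcium dye were read kinetically (ex 480/em 530) during compound addition, then stimulated with an EC20 of TRH (10 nM final). Enhancement of the Gq-mediated intracellular calcium response was scored.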
Apoferritin bind – binds horse apoferritin like a general anesthetic | P02791 | AID 485281 | Potency, µM (doses to about 77.5 µM), without a hit: top-dose activity change, negative = displacement, actives largely listed as inhibitors | hit rate 0.074% among 350,000 | apoferritin/1-aminoanthracene competitive binding, fluorescence; further: potency means the concentration at half of the fitted maximal effect; on the % scale 0 is the no-effect control and ±100 the full control effect; nearly all actives have a fitted effect of over 20% in size
Target sequence (P02791 2-175 limits assumed): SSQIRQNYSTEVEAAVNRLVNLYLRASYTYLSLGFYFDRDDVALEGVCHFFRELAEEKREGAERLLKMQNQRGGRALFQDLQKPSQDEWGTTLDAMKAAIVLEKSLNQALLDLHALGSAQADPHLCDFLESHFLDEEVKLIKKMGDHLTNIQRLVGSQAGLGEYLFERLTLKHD
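Horse-spleen apoferritin (10 uM) was mixed with 50% saturated 1-aminoanthracene in PBS, exposed to compounds for 10 min at room temperature, and read for fluorescence (ex 380 nm, em 535 nm). Competitive displacement was fitted with a four-parameter Hill equation.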
D1 ag – activates the human D1 dopamine receptor. P21728. activation, % at 2 µM. HEK293 T-REx D1 cells, calcium flux, agonist mode. hit rate 1% among 360,000; in the data active means activation above about 30%; further: 0% is about no effect
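Tetracycline-induced HEK293 TREx D1 cells, force-coupled to calcium signalling, were dye-loaded with a no-wash calcium kit. Compound was pin-added after a 10 s baseline. Fluorescence was read kinetically at 1 cycle/s for 180 s, with calcium rises flagged as agonism.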
Numbers without * were called inactive; u = inconclusive; x = not tested or not shown; & = joins results of further samples; [ ] = dose if it differs, or a comment. Unless noted, the call rests on the fitted dose curve; in most records, active means well fitted curve in the direction sought with a large enough effect; inconclusive means small, poorly fitted or top-dose-only effect, or another doubt; inactive means no such curve, though single readings can be large; an effect the other way counts as inactive or inconclusive.

SMILES	D2 PAM	RXFP1 antag	TRHR ag	RXFP1 ag	D1 antag	D1 PAM	TRHR enhancer	Apoferritin bind	D1 ag
COC(=O)c1cn(-c2ccccc2)nc1-c1cccnc1	-13	-7	-0.3	1.8%	2	-4	1	-11%	1
O=C(Cn1ccc([N+](=O)[O-])n1)N1CCCc2ccccc21	-12	5	0.0	-0.8%	-2	6	-7	-3%	4
Cc1c(C(=O)OCC(=O)Nc2ccc3c(c2)OCO3)cccc1[N+](=O)[O-]	-1	7	0.0	2.7%	-16	-2	-1	0%	1
CC(NCC(=O)Nc1ccccc1C(=O)NC1CC1)c1ccco1 (centres undefined)	10	-14	-0.2	0.0%	5	-6	-1	x	5
COc1ccc(C(=O)NC2CCCc3ccccc32)cc1Br (centres undefined)	17	-3	-1.5	0.5%	-25	x	0	-5%	8
COc1ccc(-c2ccc(=O)n(CC(=O)Nc3nnc(C(C)C)s3)n2)cc1OC	-3	-7	0.0	1.8%	-1	0	6	-16%	2
O=C(COC(=O)c1ccc2ncsc2c1)Nc1ncc(Cl)cc1Cl	14	-3	-0.1	2.9%	11	-1	7	-13%	1
CCCCn1c(NCCC)nc2c1c(=O)[nH]c(=O)n2C	40*	1	0.7	-0.1%	16	-1	6	-6%	1
O=[N+]([O-])c1ccccc1/C=C/C=N/n1c(-c2ccccc2)n[nH]c1=S	5	u	-1.2	-0.5%	-24	1	1	-17%	3
CC1=C(C(=O)Nc2ccccc2)C(c2cccc(Cl)c2)n2nc(SCC(=O)c3ccc(C)cc3)nc2N1 (centres undefined)	4	-2	0.7	3.1%	14	0	3	4%	0
N#Cc1nc(Cc2cccc3ccccc23)oc1NCc1ccc(F)cc1	3	2	-0.1	0.6%	-30	-6	-9	-1%	2
COc1ccccc1NC(=O)Cn1nnc(C(=O)Nc2ccccc2)c1N	6	6	0.0	-0.7%	4	-17	-1	u	6
N#Cc1ccc(CSc2nnc(-c3ccccc3)n2Cc2ccco2)cc1	-3	7	0.0	0.2%	6	4	-2	-11%	0
CCCNC(=O)CSc1nccn1Cc1ccc(OC)cc1	4	0	0.8	-0.6%	-13	-2	1	-14%	4
Cc1cc(C)nc(NN2C(=O)C=CC2=O)n1	1	6	1.5	6.5%	-4	3	-3	5%	1
Cc1sc2c(c1C)c(=O)n(CCc1ccccc1)c(=O)n2Cc1cccc(F)c1	2	-3	1.8	-1.2%	1	0	-1	4%	0
CC(=O)N1CCN(c2ccc(NCc3ccc(C)cc3)cc2)CC1	-17	-2	0.4	1.3%	-7	-2	1	u	6
CCn1c(SCC(=O)NC2CCCCC2)nc2c(c1=O)SCC2	x	2	0.7	-0.1%	10	1	-5	-5%	1
CN1CCC(=C(c2ccc(Cl)cc2)c2ccccn2)CC1	-23	-3	4.4	-1.8%	-26	-15	6	7%	10
CCc1ccc(NC(=O)c2cc(S(=O)(=O)NC3CCCCCC3)ccc2F)cc1	-4	-23	0.0	0.6%	2	-1	4	-12%	-1
CC(C(=O)N1CCc2ccccc2C1)N(c1ccccc1)S(C)(=O)=O (centres undefined)	9	-1	-0.4	0.8%	-1	-1	-2	-4%	1
Cc1ccc(S(=O)(=O)N2CCC(C(=O)NN3CCCCC3)CC2)cc1	26	-2	0.7	-2.4%	-13	2	2	x	3
CCOC(=O)Cc1csc(NC(=S)NC(=O)c2ccccc2C)n1	-2	9	0.2	-0.1%	-9	-3	1	-14%	2
S=C(NC1CCCCC1)N1CCOCCOCCN(C(=S)NC2CCCCC2)CCOCCOCC1	2	9	-0.4	0.5%	-9	-8	-7	-2%	1
CC1(C)CCC[C@@]2(C)CC=C(C(=O)O)[C@@H]3C[C@]312	-2	5	0.4	0.6%	3	12	0	x	3
COc1ccc(S(=O)(=O)Nc2ccc(S(=O)(=O)Nc3nccs3)cc2)cc1	-1	-1	0.4	1.1%	-8	-5	5	0%	-2
Cc1ccc(NC(=S)N2CCCC(c3ccccc3)=N2)cc1	x	-9	0.3	-0.2%	4	-2	2	9%	4
COc1ccc(/C=C/c2nc3ccccc3n2Cc2ccccc2OC)cc1	16	-24	0.2	0.7%	-23	-9	-8	171%[activator]	3
Cc1noc(NS(=O)(=O)c2ccc(NC(=O)COc3ccc(Cl)cc3Cl)cc2)c1C	-1	x	0.2	14%	63	3	0	1%	2
Cn1cccc1Cc1nnc(SCC(=O)NCc2ccco2)n1-c1ccc(F)cc1	1	-4	-0.5	1.2%	-3	2	-6	-8%	2
Cc1ccc(NC(=O)c2sccc2C)nc1	15	-5	-0.5	-3.3%	-10	-1	5	-12%	1
Cc1csc2nc(CNC(=O)C3CC=CCC3C(=O)O)cn12 (centres undefined)	2	9	0.3	5.8%	-16	2	2	2%	0
CCOC(=O)c1ccc(NC(=O)CSc2nnc(-c3ccncc3)n2C)cc1	9	-7	-0.4	1.9%	8	1	-2	-8%	1
Cc1cc(C)n(-c2ccc(C(=O)C(C#N)c3nc4ccccc4n3C)cc2)n1 (centres undefined)	19	17	-0.6	3.1%	-2	1	-1	-22%	1
COc1cccc(NC(=O)C(=O)NCCc2csc3nc(-c4ccccc4C)nn23)c1	-10	-12	-0.1	0.8%	5	-1	2	u	10
Nc1ccccc1-n1c(=O)n(Cc2ccccc2F)c(=O)c2[nH]cnc21	1	3	-0.4	2.4%	-1	-1	-13	0%	3
O=c1cc(CSc2ccccc2)[nH]c2ccc(F)cc12	6	2	-0.2	-2.4%	-16	-4	-4	-4%	18
COc1ccc(C2(C(=O)Nc3ccc(OC)cc3OC)CCCC2)cc1	9	-24	0.1	-0.4%	-2	-3	1	4%	3
Cc1ccc(CNC(=O)c2ccc(CS(=O)(=O)Cc3ccc(C)cc3)o2)cc1	15	-7	-0.1	0.6%	-3	-3	-4	0%	-3
CCOC(=O)c1snc(-c2ccc(F)cc2)c1N	6	8	-2.4	1.5%	0	0	22	-12%	7
Cc1noc(C)c1C(=O)N1CCOCC1	-9	-8	0.3	1.0%	1	-3	3	-1%	2
CCOC(=O)C1CCCN(C(=O)c2cn(CC(C)C)c(=O)c3cc(OC)c(OC)cc23)C1 (centres undefined)	-14	-8	-0.9	3.0%	-18	-4	-5	-1%	-1
Cc1cccn2cc(-c3ccc(F)cc3)nc12	-5	-2	-1.7	-1.3%	-15	0	-10	-9%	0
CN(C)CCOC(=O)NCC12CC3CC(CC(C3)C1)C2	-4	-27	0.0	-15%	10	8	-14	-15%	10
CN(C)c1ccc(CNn2cnnc2SCc2ccc(F)cc2)cc1	38*	5	0.2	-0.2%	-9	-6	1	u	7
CCOCCCNC(=S)Nc1cc(OCC)c(NC(=O)c2ccco2)cc1OCC	1	-3	-1.0	2.8%	7	-3	4	-5%	3
Cc1noc(C)c1CSCC(=O)Nc1nc2ccc(F)cc2s1	-6	14	0.0	-1.3%	-26	0	2	x	11
Cn1ccnc1-c1nc2ccccc2[nH]c1=O	5	-3	0.4	1.9%	-9	-4	0	18%	0
COc1cccc(CNC(=O)Nc2cn(CC(C)C)c(=O)c3ccccc23)c1	-5	x	-0.9	2.2%	-7	-3	-4	-8%	0
CC(=O)c1cccc(N(CC(=O)NC2CCCC2)C(=O)c2ccc(C)s2)c1	1	-12	0.9	-0.6%	2	x	5	-7%	4
NC(=O)c1ccnc2c(O)cccc12	19	x	-0.3&-0.1	0.2%&0.9%	1	-2&0	1&28	x	3&1
Cc1cc(C)c(S(=O)(=O)n2c([N+](=O)[O-])cnc2C)c(C)c1	-7	11	0.7	1.1%	2	2	3	-1%	0
CCCC/C(O)=C1\C(=O)CC(C)(C)CC1=Nc1ccccc1OC	-7	5	-0.2	-0.7%	1	-6	4	-24%	-1
Cc1c(Br)c([N+](=O)[O-])nn1CC(=O)N(C)Cc1ccccc1	-6	14	-0.1	3.7%	2	-7	4	-12%	1
CN(Cc1nc2ccccc2c(=O)[nH]1)c1ccccc1	-3	x	-0.4	1.1%	-29	-2	6	-7%	2
COC(=O)c1cn(NC(=O)/C=C/c2ccc(OC)c(OC)c2)c(=O)c2ccccc12	-2	x	0.6	-0.7%	-74*	-11	0	4%	0
CCOC(=O)c1cc(C)n(CC2CCC(C(=O)Nc3ccc(OC)cc3)CC2)c1C (centres undefined)	-3	-1	0.3	4.1%	-23	-1	6	-11%	0
CCc1cccc(NC(=O)COc2ccccc2)c1	-15	-3	-0.5	0.7%	-7	-5	-6	u	-1
O=C(Nc1nnc(C2=COCCO2)o1)c1ccc([N+](=O)[O-])s1	2	3	0.2	2.6%	-9	-2	9	-4%	0
O=C(COc1ccc(Br)cc1)Nc1cc(S(=O)(=O)N2CCCCC2)ccc1N1CCCCC1	14	4	0.2	-0.4%	9	0	-1	0%	4
Cc1ccc(C2c3c(oc4ccccc4c3=O)C(=O)N2c2ccc(C)cn2)cc1 (centres undefined)	-2	-12	0.0	-1.0%	-4	-3	-1	-6%	0

Reprinted at random: 7 records from the list.
SMILES	D2 PAM	RXFP1 antag	TRHR ag	RXFP1 ag	D1 antag	D1 PAM	TRHR enhancer	Apoferritin bind	D1 ag
O=C(Nc1nnc(C2=COCCO2)o1)c1ccc([N+](=O)[O-])s1	2	3	0.2	2.6%	-9	-2	9	-4%	0
CCc1cccc(NC(=O)COc2ccccc2)c1	-15	-3	-0.5	0.7%	-7	-5	-6	u	-1
CN(C)c1ccc(CNn2cnnc2SCc2ccc(F)cc2)cc1	38*	5	0.2	-0.2%	-9	-6	1	u	7
Cc1cc(C)c(S(=O)(=O)n2c([N+](=O)[O-])cnc2C)c(C)c1	-7	11	0.7	1.1%	2	2	3	-1%	0
CC(=O)c1cccc(N(CC(=O)NC2CCCC2)C(=O)c2ccc(C)s2)c1	1	-12	0.9	-0.6%	2	x	5	-7%	4
O=C(COc1ccc(Br)cc1)Nc1cc(S(=O)(=O)N2CCCCC2)ccc1N1CCCCC1	14	4	0.2	-0.4%	9	0	-1	0%	4
CN(Cc1nc2ccccc2c(=O)[nH]1)c1ccccc1	-3	x	-0.4	1.1%	-29	-2	6	-7%	2

The list is partial, so the mix of outcomes need not match the whole.
